Screening results deposited in PubChem by Broad Institute.
ARNT TACC3 PPI = disruptors of ARNT/TACC3 protein interaction, primary screen, biochemical, AlphaScreen, single concentration; hit rate 0.66% among 390,000; Transforming acidic coiled-coil-containing protein 3 (Homo sapiens), Q9Y6A5; inhibition, % at 9.99 µM; AlphaScreen His-ARNT PAS-B/GST-TACC3 binding, luminescence; TACC3 fragment carries E629A point mutation;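 active = mean inhibition of replicates at least 50% and at least half of replicates each reaching 50%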;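 also: 0% = complete ARNT plus TACC3 wells and 100% = ARNT alone without TACC3; many hits fall short of the cut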
esBAF inh = Bmi1 luciferase reporter increase in mESCs, primary screen, esBAF inhibitor project, mouse ES cells, Bmi1 luciferase knock-in, single point; 24 h; 100% = twice the neutral-well signal; reporter increase, % at 12.5 µM; hit rate 2% among 350,000; AID 602393, 2012; in the data active = activation above about 40%;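 also: 0% = median of the plate's neutral control wells and 100% = double that signal; a rise in the Bmi1 reporter signal indicates esBAF inhibition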
RAD52 anneal inh = RAD52 DNA annealing inhibitors, primary screen, biochemical, FRET, single point, set 2. DNA repair protein RAD52 homolog (Homo sapiens), P43351. recombinant RAD52 DNA annealing, FRET fluorescence. inhibition, % at 18.7 µM. hit rate 0.46% among 360,000;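 active = every replicate showing at least 50% inhibition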
Target sequence (P43351 whole entry, looked up): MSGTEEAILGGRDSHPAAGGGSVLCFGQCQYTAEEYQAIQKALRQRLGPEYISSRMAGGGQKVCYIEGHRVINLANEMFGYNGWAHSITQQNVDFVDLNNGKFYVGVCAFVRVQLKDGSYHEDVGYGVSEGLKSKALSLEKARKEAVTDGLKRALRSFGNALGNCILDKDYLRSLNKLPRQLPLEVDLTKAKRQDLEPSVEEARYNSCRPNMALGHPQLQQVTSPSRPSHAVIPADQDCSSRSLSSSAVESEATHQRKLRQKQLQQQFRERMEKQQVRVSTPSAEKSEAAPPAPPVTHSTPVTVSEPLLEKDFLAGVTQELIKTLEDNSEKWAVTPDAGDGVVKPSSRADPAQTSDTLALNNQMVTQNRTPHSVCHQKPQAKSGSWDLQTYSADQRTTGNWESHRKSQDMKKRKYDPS
ERp5 inh = inhibitors of ERp5-driven insulin aggregation, primary screen, biochemical, turbidity, absorbance 650 nm, single point; Protein disulfide-isomerase A6 (Homo sapiens), Q15084; 90 min; inhibition, % at 9.99 µM; hit rate 0.05% among 350,000;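 active = mean replicate inhibition above about 25%, with every replicate also reaching it, limit read from the data, passing the limit was not always enough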
Target sequence (Q15084 whole entry, looked up): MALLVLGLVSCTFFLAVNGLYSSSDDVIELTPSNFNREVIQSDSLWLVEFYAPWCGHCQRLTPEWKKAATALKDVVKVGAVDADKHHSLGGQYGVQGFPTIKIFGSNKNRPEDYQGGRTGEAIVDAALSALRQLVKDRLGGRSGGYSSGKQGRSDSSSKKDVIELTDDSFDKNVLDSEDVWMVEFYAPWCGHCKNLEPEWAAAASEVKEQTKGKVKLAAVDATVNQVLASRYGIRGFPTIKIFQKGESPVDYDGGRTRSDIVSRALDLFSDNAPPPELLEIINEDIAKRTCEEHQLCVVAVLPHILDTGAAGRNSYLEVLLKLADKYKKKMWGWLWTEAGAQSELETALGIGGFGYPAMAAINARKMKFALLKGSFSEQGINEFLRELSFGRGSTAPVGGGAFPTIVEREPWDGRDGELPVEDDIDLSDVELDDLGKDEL
RAD54 inh = inhibitors of human RAD54 branch migration, primary screen, biochemical, fluorescence, single point; DNA repair and recombination protein RAD54-like (Homo sapiens), Q92698; RAD54 Holliday junction branch migration, FAM/BHQ fluorescence; inhibition, % at 10.4 µM; hit rate 0.14% among 360,000;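 active = mean normalized replicate activity at least 40 and at least half of replicates scoring 40 or more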;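 also: 0% = median of neutral control wells and 100% = median of positive control wells; inhibitors cause a drop in the FAM fluorescence signal; in these data hits start at about 50%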
CASP6 VEID inh = human caspase-6 inhibitors, primary screen, biochemical, VEID-R110 fluorescence, single point, set 2. purified caspase-6, Z-VEID-R110 cleavage fluorescence. hit rate 0.53% among 350,000. inhibition, % at 12.5 µM. AID 686996, 2013. P55212;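 active = mean inhibition across replicates at least about 35%, with every replicate also reaching that limit, limit read from the data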;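 also: 0% = median of neutral control wells and 100% = no fluorescence left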
PglD DTNB = C. jejuni PglD acetyltransferase inhibitors, primary screen, biochemical, DTNB colorimetric, single point. purified PglD enzyme, DTNB colorimetric CoA detection. inhibition, % at 12.5 µM. hit rate 0.098% among 360,000; in the data active = inhibition above about 16%, passing the limit was not always enough; also: strong numbers were not always called active
E-sel inducer = E-selectin induction in HUVECs, primary screen, imaging, HUVEC, immunofluorescence imaging, single point; normalized: neutral wells 0, TNF-alpha wells 100; activation, % at 7.58 µM; hit rate 0.37% among 260,000; AID 686992, 2013;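 active = mean E-selectin-positive cell signal at least 10% of the positive control, reached in at least 60% of replicates, without over 20% cell loss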;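 also: in these data hits start at about 27%; measured in HUVEC primary endothelial cells; signal is the percent of cells scored E-selectin positive by PE staining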
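Assay system: HUVEC, human umbilical vein endothelial cells / Amount: 3,000 HUVEC/well / Controls: TNF-alpha positive control, DMSO neutral control / Compound dosing: single concentration / Medium: EGM-2 over gelatin coat / Evaluation: percent E-selectin-positive cells / Signal: immunofluorescence imaging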
Numbers without * were called inactive; nt = not tested or not shown; & = joins results of further samples.

SMILES	ARNT TACC3 PPI	esBAF inh	RAD52 anneal inh	ERp5 inh	RAD54 inh	CASP6 VEID inh	PglD DTNB	E-sel inducer
Cc1cccc(N2CCN(C(=O)CN3C(=O)C4CC=CCC4C3=O)CC2)c1C (centres undefined)	-8	34	-5	0	-3	-1	-2	20
COc1cc(S(=O)(=O)N2CCN(c3ccccc3F)CC2)c(OC)cc1Cl	-1	-3	nt	nt	-18	nt	5	nt
O=C(COC(=O)c1ccccc1NCCO)NCc1cccs1	-3	18	0	1	6	1	-7	-0.6
C=CCn1c(SCc2nc(N)nc(N3CCCCC3)n2)nnc1-c1ccco1	-1	-3	nt	nt	-18	nt	2	nt
COc1ccc(/C=C(\C#N)C(=O)Nc2cccc3ncccc23)cc1OC	1	nt	-11	-7	nt	3	nt	0.3
CCc1ccc2c(c1)C(c1ccc([N+](=O)[O-])cc1)=NNC(c1ccc(C)cc1)=N2	3	nt	-17	2	-10	-3	-4	-0.1
C[C@@H]1CCCCO[C@@H](CN(C)S(=O)(=O)c2cccs2)[C@H](C)CN([C@@H](C)CO)C(=O)c2cc(NC(=O)Nc3ccccc3)ccc2O1	-4	-3	-6	0	-5	5	0	nt
COc1ccc(Cn2cc(CN3CC(N4CCCC4)CS3(=O)=O)nn2)cc1 (centres undefined)	nt	nt	-21	-2	nt	0	nt	-0.1
Cc1cc(C(=O)CSc2nnc(-c3ccco3)o2)c(C)n1C	-1	31	-33	4	-4	3	-1	-1.6
C[C@@H]1COC(=O)[C@@H](NC(=O)OCC2c3ccccc3-c3ccccc32)C/C=C\C[C@@H](CC(=O)N(CCO)Cc2ccccc2)C(=O)N1	-10	-27	-6	0	-9	-1	-3	-0.1
Cc1snc(SCc2cccc(Cl)c2)c1C#N	-11	11	-4	-1	-14	0	0	0.6
Clc1ccc(/C=N/Nc2ccccn2)cc1	nt	43*	-17	-1	-7	-2	-4	-0.2
Cn1cc(/C=C(\NC(=O)c2ccccc2Cl)C(=O)NCCCN2CCOCC2)c2ccccc21	4	-1	-14	-8	-22	0	7	0.0
N#C[C@@H]1[C@@H](c2ccc(-c3cncnc3)cc2)[C@H](CO)N1C(=O)C1CCOCC1	-9	2	-38	-12	-12	2	1	-0.4
COc1cccc(NC(=O)COC(=O)c2c(NC(C)=O)sc(C)c2C)c1	7	6	-21	-8	-5	-5	-4	-0.1
Brc1ccc(-c2cnco2)cc1	-3	nt	-10	0	nt	-2	nt	-0.1
COc1ccc(OCc2nnc(SCC(=O)Nc3cccc(Cl)c3)o2)cc1	3	-4	-11	-1	-8	0	-2	0.4
Cc1noc(C)c1S(=O)(=O)Nc1ccc2c(c1)CC(=O)N([C@H](C)CO)C[C@H](C)[C@H](CN(C)C(=O)Nc1ccc(C(F)(F)F)cc1)O2	-2	-6	9	7	1	0	1	0.4
CCC(=O)Oc1ccc(C/C(=N\O)c2ccc(O)cc2O)o1	-15	5	-12	-5	-12	31	3	nt
COc1cccc(N2CCN(C(=O)c3cc4c(=O)n(Cc5ccccc5)ccc4nc3C)CC2)c1	5	10	-16	3	5	-4	1	nt
N#CC1=C(N)NC(SCc2ccc(Br)cc2)=C(C#N)C12CCCCC2	9	12	nt	nt	6	nt	-4	nt
C[C@@H]1CN([C@H](C)CO)C(=O)c2cccc(NC(=O)Nc3ccc(C(F)(F)F)cc3)c2O[C@H]1CN(C)S(=O)(=O)c1ccc(Cl)cc1	2	1	24	5	5	1	-3	-2.6
C=CCNc1ncnc2c1ncn2[C@H]1CN(Cc2ccc(-c3ccccc3)cc2)C[C@@H](CO)O1	nt	-4	-62	-5	-3	0	10	nt
CC(Sc1nnnn1C)C(=O)Nc1ccc(N2CCOCC2)cc1 (centres undefined)	1	1	nt	nt	-20	nt	1	nt
C[C@H](CO)N1C[C@H](C)[C@@H](CN(C)S(=O)(=O)c2ccc(-n3cccn3)cc2)OCc2cnnn2CCCC1=O	3	-1&2	-9&9	-3&2	-7&11	-8&2	-1&15	0.2
COC(=O)c1c(C)[nH]c(-c2csc(N)n2)c1C	-3	nt	-9	-5	nt	5	nt	nt
Cc1ncc(CN2CCCC(C(=O)Nc3ccc(-c4ccco4)cc3)C2)n1C (centres undefined)	3	-3	12	5	-16	-24	0	0.7
O=C1c2ccccc2C(Nc2ccc3c(c2)OCCO3)N1Cc1ccco1 (centres undefined)	nt	-50	-12	5	-7	2	-7	nt
O=C(c1cccc(NS(=O)(=O)c2ccc(F)c(F)c2)c1)N1CCCCC1	-3	-3	-4	0	0	2	-7	1.2
COc1cccc(S(=O)(=O)Nc2ccc3c(c2)OC[C@H](C)N(C(=O)Cc2cccnc2)C[C@@H](C)[C@@H](OC)CN(C)C3=O)c1	-12	-4	nt	nt	7	nt	5	0.5
COc1ccc(OC)c(S(=O)(=O)Nc2cc(C)on2)c1	-4	-7	-3	9	6	2	4	-0.3
CC(=O)c1c(C)[nH]c(C(=O)NC2CCCCC2)c1C	-9	9	nt	nt	-2	nt	0	nt
CCC(=O)Nc1ccc2c(c1)C(=O)N(C)C[C@H](OC)[C@H](C)CN(C(=O)c1ccccn1)[C@H](C)CO2	2	-8	-19	-7	2	0	-1	-0.3
O=C(O)CC1(c2ccccc2)C(=O)c2ccccc2C1=O	-10	-1	nt	nt	-8	nt	0	nt
CCN(CC)CCCNC(=O)C1CCC(=O)N(c2ccc(OC)cc2)C1c1ccc(F)cc1 (centres undefined)	-2	-12	nt	nt	10	nt	5	nt
O=[N+]([O-])c1ccccc1S(=O)(=O)Nc1ccc2c(c1)OCCO2	-14	2	-3	-1	3	-1	10	-0.1
Cc1ccccc1-c1nc(CS(=O)CC(=O)NCCN2CCN(Cc3ccccc3)CC2)c(C)o1 (centres undefined)	6	9	nt	nt	-3	nt	2	nt
COc1cc(CNCc2cccc3ccccc23)cc(OC)c1	1	-11	-1	16	9	-3	3	nt
COc1ccccc1NC(=O)COC(=O)COc1ccccc1F	3	-2	4	1	1	0	0	nt
Cc1ccc(C)c(S(=O)(=O)N2CCN(CC(=O)Nc3ccc([N+](=O)[O-])cc3)CC2)c1	2	-1	-4	0	-1	0	2	2.5
COc1ccc(S(=O)(=O)NCCc2ccccn2)cc1	-6	-9	-4	-1	-1	-3	-4	-0.1
CC(CC(=O)O)CC(=O)N1CCN(S(=O)(=O)c2cccs2)CC1 (centres undefined)	-3	-6	-11	0	6	-5	1	0.9
Cc1ccccc1NC(=O)NCCN1C(=O)C2C3C=CC(C3)C2C1=O (centres undefined)	nt	2	-21	1	14	-1	-1	-0.3
CCOC(=O)C1Nc2ccccc2C2c3ccccc3CC12 (centres undefined)	nt	-6	nt	nt	22	nt	-3	-0.1
C[C@@H]1CN([C@H](C)CO)C(=O)c2cccc(NC(=O)CCCCCC(=O)Nc3ccccc3N)c2O[C@@H]1CN(C)Cc1ccccc1	nt	nt	-13	0	nt	-1	nt	-0.2
Cn1c(SCC(=O)NC2CC2)nnc1-c1ccccc1Cl	2	-5	-19	-1	8	-9	-3	-0.5
CCn1c(CSc2nc(C)cc(C)n2)nnc1SCC(=O)Nc1cccc2ccccc12	-1	3	7	3	4	0	0	nt
CN1C(=O)c2cc(NC(=O)c3ccccc3Cl)ccc2OC[C@@H]2O[C@H](CC(=O)O)CC[C@@H]21	-10	-1	-21	-3	8	2	1	-0.1
O=C(/C=C/c1ccccc1Cl)OCC(=O)N1CCCC1	18	-2	-4	2	1	-2	8	0.1
COc1cccc(NC(=O)COC(=O)c2nc3nccc(C)n3n2)c1	-8	2	nt	nt	-4	nt	7	nt
Cc1cc(NC(=O)Cn2c(=O)c3c(ncn3CC(C)C)n(Cc3ccccc3)c2=O)no1	-6	1	nt	nt	-6	nt	-2	nt
Cc1cc(N2CCC(C(=O)N3CCN(c4cccc(C)c4C)CC3)CC2)n2ncnc2n1	5	9	nt	nt	-4	nt	-4	nt
CC(C)CN1CCC1(C)C(=O)Nc1ccc(OC(F)F)cc1 (centres undefined)	nt	-1	-12	0	0	-3	0	-0.1
COc1ccc(/C=N/Nc2nnc(C)n2N)cc1OC(C)=O	1	-4	1	-3	1	7	-4	nt
Cc1ccc(S(=O)(=O)Nc2ccc3c(c2)CC(=O)N([C@H](C)CO)C[C@H](C)[C@H](CN(C)S(=O)(=O)c2cn(C)cn2)O3)cc1	7	-5	0	0	-5	1	1	-0.2
O=C(NCc1ccccn1)c1ccc(Cl)c(NC2=NC3CS(=O)(=O)CC3S2)c1 (centres undefined)	6	-2	-12	-2	-3	0	4	nt
C/C(=N\Nc1nncc2ccccc12)c1cccc(OC(F)F)c1	-2	-3	-8	3	-13	-3	-1	0.0
O=C(C1CCC(CNS(=O)(=O)c2ccccc2)CC1)N1CCOCC1 (centres undefined)	-16	-4	-1	0	12	4	-5	nt
Cc1cc(NC(=O)C2C3C(=O)N(Cc4ccc(Cl)cc4)C(C(=O)NCc4ccccc4)C34C=CC2(C)O4)no1 (centres undefined)	4	0	nt	nt	6	nt	10	nt
Cc1ccc(OCC(=O)NCc2ccccn2)c(Br)c1	-2	55*	nt	nt	8	nt	4	nt

Remaining list, next part.
SMILES	ARNT TACC3 PPI	esBAF inh	RAD52 anneal inh	ERp5 inh	RAD54 inh	CASP6 VEID inh	PglD DTNB	E-sel inducer
O=C(Oc1c(-c2ccco2)oc2ccccc2c1=O)c1cccnc1	-4	15	-8	3	-16	2	-2	nt
CC(C)CC(NC(N)=O)C(=O)Nc1cccc([N+](=O)[O-])c1 (centres undefined)	-3	nt	2	2	nt	3	nt	nt
N#C[C@H]1[C@@H](c2ccc(C3=CCCC3)cc2)[C@@H](CO)N1C(=O)C1CCOCC1	40	0	-22	2	-5	-1	-4	0.3
Cc1ccn2c(Nc3ccccc3C)c(-c3ccccn3)nc2c1	70*	-20	28	2	1	-1	6	nt
C[C@@H]1CN([C@@H](C)CO)C(=O)Cc2cc(NC(=O)C3CCCCC3)ccc2O[C@H]1CN(C)Cc1ccccc1	-6	-2	25	3	-11	0	1	-0.3
Cc1noc(C)c1NC(=O)N(C)C[C@@H]1Oc2c(NS(C)(=O)=O)cccc2C(=O)N([C@@H](C)CO)C[C@H]1C	nt	-1	8	-1	10	-1	-4	-2.6
Fc1ccc(NC(=S)NN=C2CCCCCC2)cc1	-3	8	-5	2	0	nt	-3	nt
CN1CCN(C(=O)C[C@@H]2C[C@H]3c4cc(NC(=O)C5CCC5)ccc4O[C@H]3[C@H](CO)O2)CC1	-2	1	-14	-7	6	1	1	0.7
COc1ccccc1-c1ccc2c(c1)O[C@H](CN(C)C(C)=O)[C@@H](C)CN([C@H](C)CO)S2(=O)=O	-1	5	-6	-6	-2	0	1	-0.4
O=C(Nc1cc(F)ccc1F)N1CC(=O)N2[C@H](CO)[C@@H](c3ccc(-c4cccnc4)cc3)[C@H]2C1	nt	nt	-9	5	nt	1	nt	0.5
Cc1ccc(S(=O)(=O)Nc2ccc3c(c2)C(=O)N([C@H](C)CO)C[C@H](C)[C@@H](CN(C)CC2CC2)OCCCC[C@H](C)O3)cc1	-1	2	36	9	-1	2	3	-0.1
